Screens deposited in PubChem BioAssay by several laboratories.
T cell modulator – modulators of CD8 T cell-vesicle binding, primary screen, mouse 2C CD8+ T cells, flow cytometry; calls only at 7 µM; AID 2052, 2009; 2C CD8+ T cell-vesicle binding; active compounds read low; 0.068% of 330,000 active;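 active = response, share of CD8 T cells binding vesicles, and their 90th percentile fluorescence all below set limits, cut at about 80% in these data, passing the limit was not always enough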
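Material: murine 2C transgenic CD8+ T lymphocytes / Also added: QL9-peptide-loaded Drosophila micro-vesicles bearing Ld, ICAM-1 and B7-1 / Schedule: binding step 1.5 h, 37 °C, antibody labelling 20 min, ice / Signal: flow cytometry, PE anti-B7-1 (FL2) versus Alexa647 anti-CD8 (FL8), PFA-fixed / Evaluation: percent CD8+ FL2 mean versus row control / Benchmarks: naked versus QL9-loaded vesicles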
human PMI inhibition – inhibitors of human PMI, primary screen, biochemical, fluorescence intensity, coupled assay (AID 1209); purified PMI enzyme, coupled fluorescence intensity; higher % means a stronger effect; inhibition, % at 20 µM; hits with a dose series show IC50 in µM; 0.42% of 190,000 active; in the data active = inhibition above about 50%;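 note: plate controls were DMSO vehicle for no effect and wells lacking substrate for full effect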
Myeloid diff MLP – induction of myeloid progenitor differentiation, primary screen, cell-based, flow cytometry, MLPCN library | ER-HoxA9 myeloid progenitors, lysozyme-GFP differentiation | calls only at 10 µM | 1% of 360,000 active | AID 624256, 2012;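 active = normalized GFP-positive differentiation at or above the plate's own cutoff, the solvent-only control mean plus 3 SD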;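 note: cells exposed to compound for four days before flow analysis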
Lipid droplet – inhibitors of hepatocyte lipid droplet formation, primary screen, imaging, high-throughput imaging, BODIPY stain. inhibition, % at 6.5 µM. 0.4% of 240,000 active. AML12 mouse hepatocytes, oleate lipid droplets;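 active = lipid droplet intensity inhibited by at least 50%, with more than 500 cells counted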
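Assay system: AML12 hepatocytes (mouse); Probe or stimulus: oleic acid at 100 µM to induce lipid droplet formation; Dosing: compound at 6.5 µM only; Schedule: compound with oleate, overnight; Detection: fluorescence imaging, 20x objective, two fields per well; Measure: % inhibition of lipid droplet signal.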
bCat nuc transl – modulators of beta-catenin nuclear translocation, primary screen, imaging, HeLa cells, immunofluorescence, high-content. nuclear translocation activity, % at 5 µM. 0.3% of 190,000 active;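 active = nuclear translocation activity above 50% at 5 µM, with a well cell count of 50 or more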;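 note: per-cell ratio of nuclear to cytoplasmic median beta-catenin stain intensity; plate controls were DMSO negative control for no effect and GSK-3 inhibitor IX positive control for full effect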
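Test system: HeLa cells, endogenous beta-catenin; Compound: single 5 µM dose plus 0.02–20 µM confirmation series; Times: compound exposure 24 h at 37°C; Signal: fluorescence imaging of beta-catenin antibody stain plus DAPI; Read-out: % activation, nuclear-to-cytoplasmic median beta-catenin signal ratio per cell.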
Dynein cargo inh – inhibitors of GR-EGFP nuclear translocation, primary screen, dynein cargo transport inhibitor project, imaging, high-content, 3617.4 mouse cells; test concentration mostly 20 µM; stimulated with dexamethasone, 1 µM; active compounds read low; z-score, hits read low; 0.47% of 220,000 active; AID 1381, 2008;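 active = plate z-score of nuclear minus cytoplasmic receptor signal below a set negative limit, without overly bright fluorescence or cell loss, cut at about -3.5 in these data, passing the limit was not always enough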;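 note: z-score of nuclear minus cytoplasmic ring GR-EGFP intensity difference per well; some compounds called inactive have numbers as strong as hits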
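medium = tetracycline-free induction medium containing charcoal-stripped FBS | probe or stimulus = dexamethasone, 1.0 µM final | timing = 48 h induction, then 1 h compound, then 30 min agonist, 37 °C | detection = automated 10x imaging of fixed Hoechst-stained cells | read-out basis = nuclear versus cytoplasmic GR-EGFP signal, averaged per well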
TNAP activators – human TNAP enzyme activators, primary screen, biochemical, luminescent, no phosphate acceptor, uHTS (AID 1001) | Alkaline phosphatase, tissue-nonspecific isozyme (Homo sapiens) | purified TNAP, luminescent activation assay, no phosphate acceptor; higher activation fold means a stronger effect | activation fold at 20 µM, or EC50 in µM where a hit was titrated | 0.03% of 200,000 active; in the data active = activation fold from about 3, or a potency from the dose series; inactive = the rest, 99 in 100 with activation fold below about 1.6; note: many of its hits are not listed in these tables
MT stabilizer – microtubule stabilizers in HeLa cells, primary screen, imaging, high-content imaging; HeLa tubulin immunostaining HCS, 24 h; share of cells brighter than vehicle mean+2SD; % tubulin-high responders, % at 10 µM; 0.83% of 200,000 active; AID 2205, 2009;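 active = plate Z-score above 3 for both tubulin-high and condensed-nucleus cell shares, with cell loss under 80%, at 10 µM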;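 note: anti alpha tubulin signal scored within the nucleus-defined area of each cell; some results filed as inactive read as strong as hits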
Insulin prom up – insulin promoter activators in MIN6 cells, imaging, high-content screening, mouse beta cells; MIN6 insulin promoter-GFP reporter; active compounds read high; z-score at 5 µM; 0.3% of 190,000 active; AID 1625, 2009;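 active = z-score above 3 at 5 µM with at least 500 cells counted in the well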
Dynein cargo inh cytoplasmic EGFP – also measured in Dynein cargo inh; calls as there; z-score; measured here: cytoplasmic GR-EGFP intensity; active compounds read high
Dynein cargo inh nuclear GR-EGFP – also measured in Dynein cargo inh; calls as there; z-score; measured here: nuclear GR-EGFP intensity;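 lower value marks the stronger effect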
Dynein cargo inh cell count – recorded beside Dynein cargo inh, whose call it bears; z-score; measured here: cell count per field
Insulin prom up cell count – second read-out of Insulin prom up, no call of its own (marks repeat the call); cell count; measured here: cytotoxicity, nuclei count;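 total cells summed across four imaged fields per well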
Lipid droplet cells 6.5 µM – also measured in Lipid droplet; calls as there; cell count; measured here: cell count, cytotoxicity flag;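 cells counted across two imaged fields per well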
bCat nuc transl cell count 5 µM – recorded beside bCat nuc transl, whose call it bears; cell count; measured here: cell count, cytotoxicity flag
T cell modulator vesicle-bound % – recorded beside T cell modulator, whose call it bears; double positive events, %; measured here: CD8+ vesicle-bound cell fraction;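 binding gate set so that unloaded-vesicle control wells show 10% double positive cells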
MT stabilizer Hoechst-high % – second read-out of MT stabilizer, no call of its own (marks repeat the call); % Hoechst-high responders; measured here: nuclear condensation Hoechst responders;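 share of cells brighter than vehicle mean plus two SD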
MT stabilizer cytotoxicity % – second read-out of MT stabilizer, no call of its own (marks repeat the call); toxicity, %; measured here: cytotoxicity by cell density;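 0% = mean cell density of plate MIN control wells and 100% = no cells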
Myeloid diff MLP GFP+ MAC1+ % – second read-out of Myeloid diff MLP, no call of its own (marks repeat the call); GFP+ MAC1+ double positive, %; measured here: differentiation confirmed by MAC1 staining
* hit, by the source's call; i = inactive; / = not tested or not shown.

SMILES	T cell modulator	T cell modulator vesicle-bound %	human PMI inhibition	Myeloid diff MLP	Myeloid diff MLP GFP+ MAC1+ %	Lipid droplet	Lipid droplet cells 6.5 µM	bCat nuc transl	bCat nuc transl cell count 5 µM	Dynein cargo inh	Dynein cargo inh cytoplasmic EGFP	Dynein cargo inh nuclear GR-EGFP	Dynein cargo inh cell count	TNAP activators	MT stabilizer	MT stabilizer Hoechst-high %	MT stabilizer cytotoxicity %	Insulin prom up	Insulin prom up cell count
O=[N+]([O-])c1c(Nc2ccccc2O)cc(N2CCOCC2)c2nonc12	i	7	/	i	0.2	-6	688	1.6	1259	-0.81	-0.18	-0.0074	0.075	/	/	/	/	-0.4	1011
CC(C)CC(=O)c1c[nH]c(C(=O)NCc2cccs2)c1	i	29	0%	i	0.7	2	752	-0.4	1081	-0.15	-0.18	-0.056	0.68	1.1	3.4	2.6	3.5	1	778
COc1ccc(CCN2C(=S)NC3CC2(C)Oc2ccc([N+](=O)[O-])cc23)cc1OC (stereo not drawn)	i	52	-1%	i	2.3	/	/	/	/	-0.46	0.29	0.018	0.83	1.1	3.1	1.2	7.1	-0.55	995
COCCNS(=O)(=O)c1cccn1-c1ncc(C(F)(F)F)cc1Cl	i	49	-15%	i	1.6	-4	748	-1.0	1082	-0.062	-0.23	0.08	0.56	1.1	2.5	1.9	9.2	/	/
Cc1cnc(NC(=O)CSc2nnc(-c3ccccc3)n2Cc2ccccc2)s1	i	2	-7%	i	0.4	0	718	3.4	548	-0.63	-0.24	-0.21	0.64	1	2.3	0.5	27	/	/
CC1(C)OC(=O)C(=NNc2ccc(O)cc2)C(=O)O1	i	25	10%	i	2.2	/	/	8.6	1390	-1.3	-0.12	-0.34	0.56	0.9	3.0	1.5	4.7	-1.7	534
S=C(NCc1ccco1)Nc1ccc(Cl)cc1	i	48	18%	i	0.7	12	673	2.7	542	0.4	-0.26	0.98	-0.14	1	7.3	1.9	4.1	0.14	1255
COc1ccc2cc(C3CC(c4ccco4)=NN3S(=O)(=O)c3ccccc3)c(Cl)nc2c1 (stereo not drawn)	i	42	3%	i	0.5	-3	623	-1.0	528	-0.63	-0.3	-0.63	0.51	1	2.8	4.2	8.6	-1.1	1230
O=C(Nc1ccc(CCC(=O)N2CCCC2)cc1)c1ncn[nH]1	i	26	3%	i	1.9	/	/	0.0	811	0.1	-0.09	0.11	0.063	1	6.6	5.4	4.7	0.5	1272
COC(=O)c1nc(C(=O)OC)c(C(=O)OC)nc1C(=O)OC	i	46	-8%	i	0.9	/	/	-9.6	1037	-0.46	-0.31	0.19	0.0026	1.1	4.6	4.6	10	-0.06	1486
Cc1ccc([N+](=O)[O-])cc1NC(=O)CCc1ccccc1	i	38	-10%	i	0.2	0	689	-0.8	1038	-0.12	-0.23	-0.11	0.23	0.9	5.2	1.8	3.0	0.02	1417
Cn1c(=O)c2c(nc(CN3CCN(c4ccc(F)cc4)CC3)n2CCN2CCOCC2)n(C)c1=O	i	22	/	i	0.2	12	743	-4.5	1146	0.065	-0.27	-0.074	0.26	/	/	/	/	0.17	1395
O=C1NCC(c2ccccc2)C1C(=O)N/N=C/c1ccc(Cl)s1 (stereo not drawn)	i	33	6%	i	0.2	-10	701	0.7	1511	0.17	-0.17	0.24	0.56	1	2.5	2.2	9.4	-0.43	1614
O=C(NCc1cccs1)c1cccnc1SCCS(=O)(=O)c1ccc(C(F)(F)F)cn1	i	43	/	i	0.3	2	693	-2.8	1220	0.053	-0.23	-0.00072	-0.67	/	/	/	/	0.6	1450
Cc1ccc(NC(=S)NCCSc2ccc(Cl)cc2)cc1	i	34	-12%	i	0.3	1	715	-2.3	1066	0.39	-0.18	0.18	0.65	1	1.8	2.3	11	/	/
CCCc1nnc(NC(=O)c2cn(CC)c3cc(N4CCN(C)CC4)c(F)cc3c2=O)s1	i	41	/	i	0.5	19	715	-0.4	1285	0.76	-0.23	0.24	-0.41	/	/	/	/	/	/
CCOC(=O)c1sc(NC(=O)c2ccc(S(=O)(=O)N3CCOCC3)cc2)cc1C	i	42	1%	i	0.2	/	/	-3.9	894	-0.5	0.1	-0.11	0.56	1	2.9	2.4	4.6	0.24	1153
CCn1c2c(c3ccc(OC)cc31)CCCC2=O	i	43	-2%	i	1.0	4	732	/	/	-0.48	-0.22	-0.17	0.18	1	4.4	6.5	3.2	0.37	1215
Cc1ccc2cc(CN(CC3CCCO3)C(=S)NCc3ccco3)c(=O)[nH]c2c1 (stereo not drawn)	i	36	55%*	i	0.3	-35	695	0.5	1062	-3.6*	0.67*	-1.3*	-0.49*	1	2.9	1.8	4.6	-0.28	1485
COc1ccc(CC(=O)NC2CC(C)(C)NC(C)(C)C2)cc1	i	37	-12%	i	1.3	-9	727	-10	482	0.52	-0.25	0.16	-0.62	1.1	3.0	2.0	2.7	/	/
CCOCCCNC(=O)CCNS(=O)(=O)c1ccc(C)cc1	i	25	9%	i	8.3	4	650	/	/	0.18	-0.26	0.07	-0.73	1.1	3.5	2.3	4.8	-0.2	1276
CCOC(=O)COc1ccc2c(c1)C(=O)CC(C)(C)O2	i	14	2%	i	0.6	/	/	-2.3	949	2.8	-0.16	3.2	-2.3	1.1	3.4	2.4	13	0.04	1590
Cc1sc2ncnc(Nc3ccccc3)c2c1C	i	22	6%	i	0.7	27	730	1.1	1125	2.2	-0.11	0.66	-0.77	1.1	1.7	0.9	4.0	0	1235
CCCC(=O)Nc1nc2nc(-c3ccccc3)cc(-c3ccccc3)n2n1	i	24	-6%	i	0.5	/	/	-2.6	1433	-0.77	-0.28	-0.38	0.68	0.9	2.7	1.1	1.7	-1.7	1421
CCCn1c(SCC(=O)N2CCc3ccccc32)nnc1-c1ccco1	i	28	-3%	i	0.7	/	/	3.4	682	-1.3	-0.32	-0.42	0.56	1.1	5.4	3.5	5.7	0.87	1024
CN(Cc1ccccc1)Cc1nc2c(c(=O)n(C)c(=O)n2C)n1CCc1ccccc1	i	17	/	i	4.3	/	/	/	/	-0.67	-0.25	-0.58	-0.032	/	3.1	1.3	3.8	/	/
Cc1nn(C)c(Cl)c1CN1CCN(C2CCCC2)C(CCO)C1 (stereo not drawn)	i	63	-9%	i	0.4	-9	590	-2.4	987	0.015	-0.11	0.44	0.079	1	1.4	1.1	13	0.19	1433
COc1ccc(NC(=O)CC2C(=O)N(C)C(=S)N2Cc2cccs2)cc1 (stereo not drawn)	i	55	-5%	i	2.4	-24	590	-0.4	966	-0.58	-0.28	-0.53	0.15	1	1.7	1.7	7.4	0.17	1228
COc1ccc2c(=O)c3c(=O)n(Cc4ccco4)c(-c4ccc(C)cc4)nc3oc2c1	i	34	10%	i	0.8	-3	805	-4.8	1141	-0.17	-0.19	0.27	0.84	1.1	2.5	1.7	19	-0.74	812
CCNc1ccc(C(=O)N/N=C/c2c(C)nn(-c3ccccc3)c2N2CCCC2)cc1[N+](=O)[O-]	i	52	18%	i	0.2	-20	685	-1.6	936	0.66	-0.27	0.48	-0.082	1	4.5	3.1	0.7	-1	1087
Cc1cc(C(=O)COC(=O)CCC(=O)c2ccc3c(c2)OCCO3)c(C)n1Cc1ccco1	i	58	18%	i	1.3	-1	775	-4.5	1241	-0.42	-0.35	-0.83	-0.072	1.1	5.0	3.2	8.7	0.1	1330
COc1ccc(CN2CCC(N3CCC(C(=O)N4CCOCC4)CC3)CC2)c(F)c1	i	49	1%	i	0.1	-2	640	1.1	985	-0.3	-0.23	-0.24	0.43	1.1	3.3	2.4	7.0	-0.24	1521
c1csc(-c2noc(COc3ccc4c(c3)CCCC4)n2)c1	i	31	6%	i	16	-2	695	/	/	0.81	-0.17	0.82	-0.38	1	1.9	1.4	8.4	/	/
COc1ccc(NC(=O)CSc2ncnc3[nH]ncc23)cc1	i	14	/	i	0.4	2	713	0.7	1283	0.78	-0.27	0.074	0.039	/	/	/	/	0.63	1322

An excerpt from above in order of the Dynein cargo inh value, highest first:
SMILES | T cell modulator | T cell modulator vesicle-bound % | human PMI inhibition | Myeloid diff MLP GFP+ MAC1+ % | Dynein cargo inh | Dynein cargo inh cytoplasmic EGFP | Dynein cargo inh nuclear GR-EGFP | Dynein cargo inh cell count | TNAP activators | MT stabilizer Hoechst-high %
c1csc(-c2noc(COc3ccc4c(c3)CCCC4)n2)c1 | i | 31 | 6% | 16 | 0.81 | -0.17 | 0.82 | -0.38 | 1 | 1.4
COc1ccc(NC(=O)CSc2ncnc3[nH]ncc23)cc1 | i | 14 | / | 0.4 | 0.78 | -0.27 | 0.074 | 0.039 | / | /
CCOCCCNC(=O)CCNS(=O)(=O)c1ccc(C)cc1 | i | 25 | 9% | 8.3 | 0.18 | -0.26 | 0.07 | -0.73 | 1.1 | 2.3

Not a hit list; any-hit rate near 3%.
